Assay outcomes as filed in PubChem BioAssay.
SENP6 inh: SENP6 protease inhibitors, primary screen, biochemical, luminescence, uHTS. Recombinant SENP6 catalytic domain, aminoluciferin luminescence. Sentrin-specific protease 6 (Homo sapiens), Q9GZR1. inhibition, % at 10 µM. 330,000 compounds, 1.8% hits. AID 2599, 2010;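 active = inhibition above about 50% at the single tested dose, limit read from the data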;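 also: plate controls were DMSO wells with enzyme for no effect and DMSO wells lacking enzyme for full effect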
Target sequence (Q9GZR1 628-1112 limits assumed): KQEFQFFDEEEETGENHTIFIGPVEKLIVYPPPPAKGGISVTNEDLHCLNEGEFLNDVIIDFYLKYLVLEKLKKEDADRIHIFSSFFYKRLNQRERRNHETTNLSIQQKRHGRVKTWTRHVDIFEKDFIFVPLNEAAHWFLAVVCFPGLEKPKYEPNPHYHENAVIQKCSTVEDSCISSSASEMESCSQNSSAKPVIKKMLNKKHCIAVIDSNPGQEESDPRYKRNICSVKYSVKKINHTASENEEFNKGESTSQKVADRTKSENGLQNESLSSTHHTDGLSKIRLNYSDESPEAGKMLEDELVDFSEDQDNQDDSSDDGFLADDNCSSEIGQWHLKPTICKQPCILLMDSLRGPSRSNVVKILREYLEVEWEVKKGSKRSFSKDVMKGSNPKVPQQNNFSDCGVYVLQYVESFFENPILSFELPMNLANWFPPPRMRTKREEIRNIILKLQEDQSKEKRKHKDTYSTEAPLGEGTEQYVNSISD
HKDC1 inhibitor: HKDC1 hexokinase inhibitors, primary screen, biochemical, fluorescence, uHTS | Q2TB90 | recombinant HKDC1, G6PDH/diaphorase resazurin coupled fluorescence | inhibition, % at 20 µM | 340,000 compounds, 0.16% hits;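 active = inhibition above about 35% when tested at 20 µM, limit read from the data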;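 also: plate controls were DMSO wells with enzyme for no effect and DMSO wells lacking enzyme for full effect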
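Test system: recombinant HKDC1 (HK5) hexokinase enzyme, produced in-house; Amount: enzyme 5 µg/mL final; Buffer or medium: Tris pH 8.0 buffer with MgCl2, Tween-20, BSA, BME; Reagent: glucose and ATP substrates; Doses: 20 µM test compound, 1% DMSO; Incubation: 90 min reaction incubation at room temperature, dark; Detection: resorufin fluorescence at 613 nm.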
SENP8 block-1: SENP8 protease inhibitors, primary screen, biochemical, luminescence; Sentrin-specific protease 8 (Homo sapiens), Q96LD8; purified SENP8, Z-RLRGG-aminoluciferin cleavage; inhibition, % at 10 µM; 330,000 compounds, 1.2% hits; AID 2540, 2010; in the data active = inhibition above about 50%
Target sequence (Q96LD8 whole entry, looked up): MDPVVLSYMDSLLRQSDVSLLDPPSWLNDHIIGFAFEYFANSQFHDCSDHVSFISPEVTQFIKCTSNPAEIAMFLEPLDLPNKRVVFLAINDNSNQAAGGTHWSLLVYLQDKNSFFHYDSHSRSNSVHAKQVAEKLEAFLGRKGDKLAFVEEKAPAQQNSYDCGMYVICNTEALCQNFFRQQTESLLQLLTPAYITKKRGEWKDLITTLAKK
SENP8 block-2: human SENP8 protease inhibitors, primary screen, biochemical, fluorescence, Nedd8 protein substrate, uHTS; Sentrin-specific protease 8 (Homo sapiens), Q96LD8; recombinant SENP8; inhibition, % at 20 µM; 360,000 compounds, 0.64% hits; AID 602440, 2012; in the data active = inhibition mostly above about 40%, no sharp cut-off; inactive = mostly below about 27%
SENP1 FRET inh: human SENP1 catalytic domain inhibitors, primary screen, biochemical, FRET, uHTS; AID 624204, 2012; Sentrin-specific protease 1 (Homo sapiens), Q9P0U3; inhibition, % at 10 µM; 360,000 compounds, 0.21% hits; recombinant SENP1 catalytic domain, CyPet-SUMO1-YPet FRET cleavage;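 active = inhibition at least 30% at 10 µM, raw YFP signal under a set limit, fluorescence ratio 0.5 to 1.5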;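 also: 0% = enzyme with DMSO and 100% = no enzyme wells; some results filed as inactive read as strong as hits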
Target sequence (Q9P0U3 419-644 limits assumed): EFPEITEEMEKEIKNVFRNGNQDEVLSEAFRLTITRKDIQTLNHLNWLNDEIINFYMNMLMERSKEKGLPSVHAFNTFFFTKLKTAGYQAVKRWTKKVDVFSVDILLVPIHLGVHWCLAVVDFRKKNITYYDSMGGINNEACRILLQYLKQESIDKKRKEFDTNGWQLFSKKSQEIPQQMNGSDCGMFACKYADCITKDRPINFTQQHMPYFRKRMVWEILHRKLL
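Assay system: hSENP1 catalytic domain, recombinant. Amount: SENP1 enzyme, 20 pM final. Schedule: 50 min reaction, RT, dark. Technique: FRET, CFP and YFP emission. Control set: no-enzyme wells low, DMSO-plus-enzyme wells high control.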
Apaf1 inhib: inhibitors of human Apaf-1 apoptosome, primary screen, biochemical, DEVD-Rh110 fluorescence, uHTS | reconstituted apoptosome caspase-3 activity | inhibition, % at 20 µM | Apoptotic protease-activating factor 1 (Homo sapiens), O14727 | 330,000 compounds, 0.71% hits | AID 489030, 2010; active = inhibition of at least 40% at 20 µM;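 also: plate controls were DMSO wells for no effect and DEVD-CHO caspase inhibitor wells for full effect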
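System: reconstituted apoptosome with Apaf-1, cytochrome c, caspase-9, procaspase-3, dATP; Signal: Rh110 fluorescence intensity; Schedule: 30 min compound preincubation, 50 min activation, room temperature; Reagent: cytochrome c trigger plus (Z-DEVD)2-Rh110 caspase-3 substrate.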
SENP7 block: SENP7 protease inhibitors, primary screen, biochemical, luminescence, uHTS. inhibition, % at 5 µM. 330,000 compounds, 1.5% hits. Sentrin-specific protease 7 (Homo sapiens), Q9BQF6. recombinant SENP7, Z-RLRGG-aminoluciferin luminescence, 40 min;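 active = inhibition above about 50% at the single test dose, limit read from the data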;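 also: plate controls were DMSO with enzyme for no effect and no enzyme buffer wells for full effect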
PfGluPho inh: PfG6PD enzyme inhibitors, primary screen, biochemical, fluorescence intensity, uHTS; glucose-6-phosphate dehydrogenase-6-phosphogluconolactonase (Plasmodium falciparum 3D7); PfGluPho enzyme, NADPH resazurin-diaphorase fluorescence; inhibition, % at 20 µM; 350,000 compounds, 0.78% hits; AID 504690, 2011;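 active = inhibition reaching at least a set limit at 20 µM in the primary screen, cut at about 59% in these data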;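 also: 0% = DMSO wells with substrate and 100% = DMSO wells lacking glucose-6-phosphate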
* = called active by the depositor; i = inactive; / = not tested or not shown. Compounds as they come. About 3.6% of those tested had a hit in this group.

1. CCOC(=O)N1CCN(c2ccc(S(=O)(=O)N3CCOCC3)cn2)CC1
2. CC/C(C)=N/Nc1nc2c(c(=O)[nH]c(=O)n2C)n1CCc1ccccc1
3. COC(=O)c1cccc(C23CC4(C2)[C@H](CN(Cc2ccc(C(F)(F)F)cc2)[C@@H]4c2ccccc2)C3c2ccccc2)c1 (some centres not stated)
4. CC(=O)c1cc(C)ccc1OC(=O)CCN1C(=O)C2C3c4ccccc4C(c4ccccc43)C2C1=O (configuration not stated)
5. COc1cccc(C2NC(C)(C(=O)O)C3C(=O)N(C(C)C)C(=O)C23)c1O (configuration not stated)
6. Cc1ccc2c(c1)N(C(=O)CCC(=O)NCCCN1CCOCC1)CC(C)O2 (configuration not stated)
7. CC(Sc1nnc(-c2ccc(OC(F)F)cc2)n1N)C(=O)NCC1CCCO1 (configuration not stated)
8. CC(C)CNC(=S)NC(=O)c1ccc([N+](=O)[O-])cc1

Screen / compound no.	1	2	3	4	5	6	7	8
SENP6 inh	2	-9	-8	-16	3	0	-3	22
HKDC1 inhibitor	-4	-4	-2	-5	2	-7	-3	1
SENP8 block-1	12	12	-10	2	-13	-1	-2	-14
SENP8 block-2	-18	-153	4	14	5	3	1	22
SENP1 FRET inh	-1	-3	-5	-1	0	2	3	3
Apaf1 inhib	-8	0	37	-5	6	-2	1	8
SENP7 block	1	-5	11	2	-8	0	-2	8
PfGluPho inh	-4	24	-4	8	-5	5	15	1

9. Cc1c(C(=O)Nc2cccc(S(=O)(=O)N3CCOCC3)c2)oc2ccc(Br)cc12
10. COC(=O)Nc1ccc(S(=O)(=O)N2CCC(C(=O)N3CCC(C)CC3)CC2)cc1
11. COc1cccc(-c2nc(CS(=O)(=O)CC(=O)NCCCN3CCN(C)CC3)c(C)o2)c1
12. COCCCN1C(=O)c2ccc(C(=O)NCc3ccco3)cc2C1=O
13. CCN1CCN(c2cc(C)c3cc(NC(=O)c4ccc5c(c4)OCO5)ccc3n2)CC1
14. COc1ccc(Cl)cc1NC(=O)COC(=O)c1cc(NS(=O)(=O)c2cccs2)ccc1O
15. Cc1ccc(NC(=O)CNS(=O)(=O)c2cccs2)cc1F
16. O=C1CNC(=O)N1

Screen / compound no.	9	10	11	12	13	14	15	16
SENP6 inh	-8	8	-4	-7	-15	15	-6	-2
HKDC1 inhibitor	-1	-2	-3	-9	12	-4	0	-4
SENP8 block-1	3	0	3	-3	5	9	-2	5
SENP8 block-2	-8	21	9	22	-303	-77	12	-1
SENP1 FRET inh	-1	4	0	4	-4	-1	5	-2
Apaf1 inhib	9	-1	4	4	18	16	-2	-4
SENP7 block	7	6	-10	-6	1	8	7	7
PfGluPho inh	-6	-14	6	-24	-3	1	-4	7

17. C=CCn1c2ccccc2n2nc(C)c(=O)nc12
18. Cc1ccc(-c2nc3cccnc3s2)cc1NS(=O)(=O)c1ccc2c(c1)CCCC2
19. Cc1ccc(NC(=O)C2CCN(S(=O)(=O)c3ccc4c(c3)CCCC(=O)N4)CC2)cc1N(C)C
20. N#Cc1nc(-c2ccccc2F)oc1NCCc1ccccn1
21. Cc1nc(Sc2ccc(Cl)cc2)c(C#N)c(C)c1[N+](=O)[O-]
22. O=C(Nc1ccc(Oc2ccc(Cl)cc2)c(Cl)c1)c1cc(I)cc(I)c1O
23. O=C(NCC1CCCO1)c1sc2cc(Cl)ccc2c1Cl (configuration not stated)
24. COc1cccc(CCNC(=O)C2CCCN(c3ncnc4c3nc3n4CCCCC3)C2)c1OC (configuration not stated)

Screen / compound no.	17	18	19	20	21	22	23	24
SENP6 inh	1	6	9	-2	7	2	-2	-9
HKDC1 inhibitor	2	2	2	0	2	9	2	-1
SENP8 block-1	3	-1	3	9	7	24	-10	-6
SENP8 block-2	-489	-398	-1	i	9	0	2	10
SENP1 FRET inh	2	1	-2	2	2	-5	-7	4
Apaf1 inhib	6	11	3	3	5	16	-1	3
SENP7 block	4	3	2	3	1	-11	6	-6
PfGluPho inh	3	-19	8	11	24	27	-5	7

The list continues:
| entry | mol | SENP6 inh | HKDC1 inhibitor | SENP8 block-1 | SENP8 block-2 | SENP1 FRET inh | Apaf1 inhib | SENP7 block | PfGluPho inh |
| --- | --- | --- | --- | --- | --- | --- | --- | --- | --- |
| 25 | Cc1[nH]n(-c2ccccc2)c(=O)c1N=Nc1ccc(C#N)cc1 | -18 | 5 | 0 | 27 | 1 | 9 | 5 | 5 |
| 26 | O=[N+]([O-])c1ccc2nc(NS(=O)(=O)c3ccc(F)cc3)sc2c1 | -12 | 8 | 0 | 7 | -53 | 1 | 3 | -29 |
| 27 | COc1ccc(-c2nnc(SC(C)C(=O)Nc3c(C)n(C)n(-c4ccccc4)c3=O)o2)cc1 (configuration not stated) | -19 | -10 | 0 | 18 | 3 | -6 | 1 | -3 |
| 28 | COc1ccc(OC)c2c1sc(=NC(=O)C1CC1)n2C | -7 | -6 | 2 | -28 | 0 | -19 | 1 | 4 |
| 29 | CCc1c(C)sc(NC(=O)C2CC2)c1C(=O)OC(C)C | 8 | -1 | -5 | -91 | -5 | 9 | 7 | 6 |
| 30 | Cc1nc(N2CCN(C(=O)c3ccco3)CC2)c2oc3ccccc3c2n1 | 0 | 4 | -2 | 32 | 1 | 5 | 3 | -3 |
| 31 | COc1cccc(NC(=S)NNC(=O)CCn2cc([N+](=O)[O-])cn2)c1 | 2 | 2 | -4 | 15 | 0 | 1 | -3 | -2 |
| 32 | CCn1c(C)nc2cc(S(N)(=O)=O)ccc21 | 9 | 6 | 8 | 18 | 0 | 8 | 0 | 15 |
| 33 | Cc1cccc(C)c1NC(=O)C1c2ccccc2Oc2ccccc21 | -9 | -9 | -12 | 5 | 0 | -1 | 0 | 27 |
| 34 | Cc1ccc(-n2c(C)c(C)c3c(N)ncnc32)cc1 | -4 | 3 | -2 | 8 | 3 | -1 | 2 | 0 |
| 35 | C/C(=N\NC(=O)c1ccccc1)c1cc2cc([N+](=O)[O-])ccc2oc1=O | / | 3 | / | 12 | 1 | / | / | -33 |
| 36 | COc1ccc2ccc(Oc3ncccn3)cc2c1 | -14 | 0 | -6 | 24 | -1 | -4 | 13 | -3 |
| 37 | CC1CN(S(=O)(=O)c2ccc(C(=O)O)cc2)CC(C)O1 (configuration not stated) | -10 | -9 | -5 | 15 | 3 | -18 | -4 | -32 |
| 38 | N#Cc1cccc(C(=O)Nc2cccc(S(=O)(=O)N3CCCC3)c2)c1 | -6 | 1 | -8 | 7 | 0 | 6 | 12 | 15 |
| 39 | CC(C)(C)N(Cc1nc(-c2ccccc2)no1)C(=O)c1ccc2c(c1)OCO2 | 8 | -1 | 16 | 10 | 2 | 6 | 14 | 4 |
| 40 | CCC(=O)NC(=S)Nc1ccc(NC(=O)c2ccc(OC)cc2)cc1 | -17 | 0 | -10 | -2 | 2 | -18 | -1 | -5 |
| 41 | COc1ccccc1OCC(=O)Nc1cc(C)ccc1NC(=O)c1ccco1 | -5 | -5 | -1 | 3 | 0 | 7 | 4 | -6 |
| 42 | Cc1ccc(-c2cc(C(=O)N3CCN(C(=O)c4ccco4)CC3)[nH]n2)cc1C | -14 | -2 | -1 | 14 | 2 | 9 | 5 | 6 |
| 43 | COc1cccc(CNC(=O)CCS(=O)(=O)c2cccs2)c1 | 13 | -6 | 7 | -4 | 1 | -1 | 1 | -9 |
| 44 | CC(=O)Nc1cccc(NC(=O)CSc2nnc(NC(=O)c3ccco3)s2)c1 | -5 | -5 | -10 | -29 | -1 | -13 | -6 | -14 |
| 45 | O=C(O)c1ccc(N=Nc2c(-c3ccccc3)[nH]oc2=O)cc1 | 33 | -6 | 59* | 22 | 2 | 18 | 39 | -43 |
| 46 | O=C(c1ccc2nc[nH]c2c1)N1CCN(c2ncc(C(F)(F)F)cc2Cl)CC1 | 8 | 3 | 7 | 16 | -1 | 9 | -8 | -17 |
| 47 | Nc1ccc(C(=O)Nc2ccco2)cc1 | -6 | 9 | -6 | 5 | 3 | 7 | -7 | 10 |
| 48 | COc1ccccc1CNC(=O)CN1CCC(n2cnc3cc(F)ccc32)CC1 | -13 | -7 | -6 | 6 | 0 | 5 | -1 | 3 |
| 49 | CCn1ncc(Br)c1C(=O)Nc1ccc(-c2ccno2)cc1 | -4 | 7 | -4 | 7 | 1 | 4 | -4 | 18 |
| 50 | Cc1ccc(NC(=O)c2ccccc2F)nc1 | 74* | -2 | 44 | -318 | 2 | -12 | 51* | 6 |
| 51 | CN(Cc1nc(-c2cnccn2)no1)C1CC(C)(C)NC(C)(C)C1 | -42 | -3 | -9 | 12 | -1 | 4 | 2 | -11 |
| 52 | O=C(Nc1cccc(C(=O)N2CCOCC2)c1)c1ccccc1 | 7 | 2 | 4 | 21 | 0 | 6 | 12 | -7 |
| 53 | CCc1nc2sccc2c(=O)[nH]1 | 2 | -7 | 4 | 3 | 1 | -7 | 7 | 17 |
| 54 | O=C(CSc1nnc(Nc2ccccc2F)s1)NC1CC1 | 11 | -1 | -3 | 4 | 0 | -1 | 5 | 18 |
| 55 | N#CCCN(C(=O)COC(=O)c1ccc2c(=O)n3c(nc2c1)CCC3)c1ccc(F)cc1 | -17 | -5 | 7 | -103 | -21 | -1 | 18 | -4 |
| 56 | CC(NC(=O)c1cc(S(=O)(=O)N2CCOCC2)ccc1F)c1ccc(-n2ccnc2)cc1 (configuration not stated) | -2 | 2 | -4 | -16 | -1 | -5 | -3 | -2 |
| 57 | COc1ccc(OCc2cc(C(=O)N[C@H]3CCCCNC3=O)no2)c(Cl)c1 | -2 | -4 | -6 | -1 | -2 | -3 | 3 | 8 |
| 58 | CSc1nsc(SC)c1C(=O)N1CCN(S(=O)(=O)c2ccc(C)cc2)C1C(C)C (configuration not stated) | 5 | -1 | -9 | 10 | 2 | 22 | -10 | 20 |
